High-throughput results: PubChem, Johns Hopkins Ion Channel Center
Kir21 block = inhibitors of mouse Kir2.1 inward-rectifier potassium channel; Inward rectifier potassium channel 2 (Mus musculus), P35561; HEK293-Kir2.1, FluxOR thallium flux fluorescence; hits give low values; B-score at 10 µM; hit rate 0.85% among 310,000; AID 1672, 2009;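 active = fluorescence ratio B-score at or below minus 3 SD of library scores, with starting-brightness B-score within 2 SD, cut at about -4.2 in these data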;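 note: channel flux triggered by added potassium and thallium sulfate stimulus; B-score of peak minus minimum fluorescence over baseline after thallium stimulus; more negative B-score means stronger Kir2.1 block with less thallium influx; some compounds called inactive have numbers as strong as hits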
KCNQ2 inh = KCNQ2 potassium channel inhibitors, primary screen, cell-based, CHO-K1, FluxOR thallium flux, B-score (AID 2156). Potassium voltage-gated channel subfamily KQT member 2 (Rattus norvegicus), O88943. 20 min; hits give low values. B-score at 10 µM. hit rate 1.1% among 310,000;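 active = fluorescence ratio B-score at most minus 3 library SDs, with starting brightness B-score within 2 library SDs, cut at about -5.5 in these data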
Target sequence (O88943 whole entry, looked up): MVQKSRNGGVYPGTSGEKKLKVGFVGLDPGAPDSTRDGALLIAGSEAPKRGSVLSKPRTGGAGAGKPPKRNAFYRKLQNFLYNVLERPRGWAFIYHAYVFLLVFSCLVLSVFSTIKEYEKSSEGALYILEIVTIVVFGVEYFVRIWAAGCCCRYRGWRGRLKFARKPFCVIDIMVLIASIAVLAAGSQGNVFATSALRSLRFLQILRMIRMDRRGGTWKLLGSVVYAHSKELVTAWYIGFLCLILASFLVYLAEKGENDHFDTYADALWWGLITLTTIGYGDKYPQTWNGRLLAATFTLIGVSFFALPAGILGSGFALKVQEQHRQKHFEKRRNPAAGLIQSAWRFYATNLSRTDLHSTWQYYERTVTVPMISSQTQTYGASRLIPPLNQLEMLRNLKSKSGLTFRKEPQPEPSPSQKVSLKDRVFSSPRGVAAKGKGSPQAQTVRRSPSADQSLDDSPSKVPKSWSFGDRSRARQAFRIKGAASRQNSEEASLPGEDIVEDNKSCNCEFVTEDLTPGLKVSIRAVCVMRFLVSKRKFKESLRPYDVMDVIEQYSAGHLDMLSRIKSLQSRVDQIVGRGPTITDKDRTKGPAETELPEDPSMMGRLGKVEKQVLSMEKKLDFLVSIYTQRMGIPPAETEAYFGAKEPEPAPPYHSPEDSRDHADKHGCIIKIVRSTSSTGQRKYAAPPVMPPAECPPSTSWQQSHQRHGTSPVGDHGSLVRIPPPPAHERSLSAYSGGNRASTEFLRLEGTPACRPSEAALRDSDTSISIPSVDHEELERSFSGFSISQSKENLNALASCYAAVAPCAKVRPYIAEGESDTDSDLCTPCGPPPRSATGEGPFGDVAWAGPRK
An asterisk follows results filed as active; i = inactive. This is a random part of the collection, and some 1.9% of all compounds hit somewhere here.

no. | SMILES | Kir21 block | KCNQ2 inh
1 | CC(=O)Nc1ccc(NC(=O)CCCCCN2C(=O)c3ccccc3C2=O)cc1 | 0.37 | i
2 | O=C(CN1C(=O)NC2(CCCC2)C1=O)OCc1ccc(Cl)cc1Cl | -2.53 | i
3 | O=C(OCc1ccc([N+](=O)[O-])cc1)c1cc([N+](=O)[O-])ccc1N1CCOCC1 | 1.68 | i
4 | Cc1cc(NC(=O)COc2ccc(F)c(Cl)c2)no1 | 0.54 | i
5 | CC(=O)c1cn(C)c(=O)c2ccccc12 | 1.99 | i
6 | Nn1c(SCC(=O)Nc2cccc(C(F)(F)F)c2)nncc1=O | 0.1 | i
7 | COc1ccc(OCC(=O)NNC(=O)c2cccc(S(=O)(=O)N(C)C)c2)cc1 | -1.53 | i
8 | COc1cc(C(=O)NCc2cc3ccccc3n2C)cc(OC)c1OC | -0.44 | i
9 | CC(C)c1nc(SCC(=O)Nc2ccc3c(c2)OCCO3)c2c(=O)n(C)c(=O)n(C)c2n1 | 1.23 | i
10 | Cc1ccc2c(c1)c(N=Nc1ccc([N+](=O)[O-])cc1)c(O)n2C | -0.09 | i
11 | CC12CCC(=O)N1C(C(=O)Nc1ccc(F)c(F)c1F)CS2 (stereo not given) | 1.46 | i
12 | Cc1ccc(NC(=S)/N=C(\N)Nc2nc(C)c3cc(C)ccc3n2)c(C)c1 | 2.26 | i
13 | CC(C)C1Nc2ccc(C(=O)NCCCN3CCOCC3)cc2NC1=O (stereo not given) | -0.54 | i
14 | O=C(CSc1nc2ccsc2c(=O)n1CC1CCC(C(=O)O)CC1)c1ccc(F)cc1 (stereo not given) | -2.34 | i
15 | Cc1ccc(C2NC(=O)NC(O)(C(F)(F)F)C2C(=O)c2ccccc2)o1 (stereo not given) | -0.43 | i
16 | CN1C(=O)C(C(=O)Nc2ccccc2F)c2ccccc21 (stereo not given) | 1.76 | i
17 | O=[N+]([O-])c1ccc2c(c1)nc1n2CCCCC1 | -0.88 | i
18 | COc1ccc(CN2CCNC(=O)C2CC(=O)N(C)Cc2nc(C)cs2)c(OC)c1 (stereo not given) | -1.11 | i
19 | NC(=O)c1ccc(NC(=O)CSc2nnc(C3CCCCC3)n2N)cc1 | 1.82 | i
20 | O=C(CNC1CCCCC1)Nc1cccc(C(F)(F)F)c1 | 0.09 | i
21 | COc1ccc(NC(=O)C(=O)N/N=C/c2cccnc2)c(OC)c1 | -0.5 | i
22 | Cc1cccc(NC(=O)Nc2ccc(C)cc2Br)c1 | 1.2 | i
23 | Cc1ccccc1C(=O)NC(CC(C)C)C(=O)OCc1cc(=O)n2cc(Br)ccc2n1 (stereo not given) | -1.49 | i
24 | CSCC[C@H](NC(=O)COc1ccc(Cl)cc1)c1nc2ccccc2[nH]1 | 1.24 | i
25 | COc1ccc2c(c1)c1ncn(CCc3ccccc3)c(=O)c1n2C | -0.02 | i
26 | Cc1c(NC(=O)CSc2ccccn2)c(=O)n(-c2ccccc2)n1C | 0.09 | i
27 | CCS(=O)(=O)N1CCC(C(=O)c2ccc(Cl)cc2)CC1 | 0.01 | i
28 | CCOC(=O)[C@@H]1[C@H]2COc3cc(OC)ccc3[C@@H]2N2C(=O)N(c3ccc(C(F)(F)F)cc3)C(=O)[C@]12C | -0.97 | i
29 | COC(=O)c1ccc(C2c3c(n[nH]c3C)C(=O)N2c2ccc(C)cc2)cc1 (stereo not given) | -2.42 | i
30 | O=C(N/N=C/c1cccs1)C1CC(=O)N(c2ccccc2)C1 (stereo not given) | -1.67 | i
31 | CCOC(=O)C(C)/C(C)=N/NC(=O)CCC(=O)Nc1cc(C)ccc1C (stereo not given) | -0.52 | i
32 | COCCSc1nnc(NC(=O)CS(=O)(=O)c2ccccc2)s1 | 0.02 | i
33 | CC(Oc1ccc2c3c(c(=O)oc2c1)CCCC3)C(=O)NCc1ccccn1 (stereo not given) | 0.2 | i
34 | CCn1c2ccccc2c2cc(/C=N/NC(=O)c3ccncc3)ccc21 | 0.08 | i
35 | OCCC1CN(CCCn2cccn2)CCN1C1CCCCC1 (stereo not given) | -0.82 | i
36 | CCN(CC)S(=O)(=O)c1ccc(N(C)CCc2ccc(OC)c(OC)c2)nc1 | -1.97 | i
37 | Cc1ccc2c(=O)c(C(=O)c3ccc(F)cc3)cn(CC(=O)NCc3ccco3)c2n1 | -1.67 | i
38 | O=C(NCc1ccccc1)c1ccccc1NC(=O)C1CCCCC1 | 0.23 | i
39 | CSCCC(NC(=O)COc1ccccc1)C(=O)N1CCN(c2ccccc2O)CC1 (stereo not given) | -1.79 | -6.23*
40 | O=C(NCc1ccc2c(c1)OCO2)c1ccc(CS(=O)Cc2cccc(Cl)c2)o1 (stereo not given) | 1.13 | i
41 | CC(NC(=O)C(=O)NCCCn1ccnc1)c1ccccc1 (stereo not given) | 0.32 | i
42 | Cc1ccc(C(=O)N/N=C\C2CC=CCC2)cc1[N+](=O)[O-] (stereo not given) | -1.72 | i
43 | Cc1ccc(CNC(=S)Nc2cc(C(=O)O)ccc2C)cc1 | -0.22 | i
44 | CCS(=O)(=O)c1nc(S(=O)(=O)c2ccc(C)cc2)c(N2CC(C)CC(C)C2)s1 (stereo not given) | -0.83 | i
45 | CCCN(CCC)c1ccc(CC(=O)NC(C)Cc2ccccc2)cc1 (stereo not given) | -1.61 | i
46 | Cc1cc2c(c(=O)n1CC1CCCO1)C(c1ccc3c(c1)OCO3)C(C#N)=C(N)O2 (stereo not given) | -1.11 | i
47 | C=CCN(C(=O)Nc1ccc(Cl)cc1)C1CC(=O)N(c2ccc(OC)cc2)C1=O (stereo not given) | -0.6 | i
48 | O=C(NC(=S)Nc1nc(-c2ccccc2)cs1)c1cccnc1 | 1.43 | i
49 | Cc1ccc(OCc2cc(C(=O)NC(C)Cc3cnccn3)no2)cc1C (stereo not given) | -0.1 | i
50 | COC(=O)c1[nH]c2ccccc2c1NC(=O)c1c(F)cccc1F | 1.52 | i
51 | Fc1cc(F)cc(NC(=S)Nc2ccccc2N2CCOCC2)c1 | -1.53 | i
52 | COc1ccc(Cc2nnc(SCC(=O)Nc3ccccc3C#N)o2)cc1 | -0.04 | i
53 | CC(=O)NC1=NC(=O)/C(=C/N2CCOCC2)S1 | -0.26 | i
54 | COC(=O)CN(C)C(=O)c1ccccc1OC1CCN(S(C)(=O)=O)CC1 | 0.83 | i
55 | CCOC(=O)c1c(C)oc2c1c(C=NCC1CCCO1)c(O)c1ccccc12 (stereo not given) | -0.02 | i
56 | COc1ccc(NC2=NCC(=O)N2c2ccccc2)c(OC)c1 | -0.33 | i
57 | CC1(C)CC(NC(=O)COc2ccc3c4c(c(=O)oc3c2)CCCC4)CC(C)(C)N1 | 1.15 | i
58 | CCOc1ccc(NS(=O)(=O)c2ccc3c(c2)CCN3C(=O)C2CCC2)cc1 | -0.32 | i
59 | CCOc1ccc(/C=N/N2C(=O)C(CC(=O)Nc3ccc(F)cc3F)SC2=NC)cc1OC (stereo not given) | 0.22 | i
60 | CCC(=O)N1N=C(c2ccc(NS(=O)(=O)CC)cc2)CC1c1ccc(C)cc1 (stereo not given) | -0.76 | i

Next section
no. | SMILES | Kir21 block | KCNQ2 inh
61 | COc1nnc(-c2ccc(N3CCOCC3)c(NC(=O)c3ccccc3)c2)c2ccccc12 | -0.82 | i
62 | N#Cc1ccc(-c2nnnn2-c2ccc3c(c2)OCO3)cc1 | -0.73 | i
63 | COCCn1cnc2c1c(=O)n(CC(=O)O)c(=O)n2Cc1ccccc1 | -0.02 | i
64 | CCCN(Cc1cc2ccc(C)cc2[nH]c1=O)C(=O)c1ccccn1 | 1.19 | i
65 | CN(C(=O)c1cc(-c2ccccc2)on1)C1CCCCC1 | -0.81 | i
66 | COc1c(Cl)cnn(-c2cccc(C)c2)c1=O | 1.41 | i
67 | O=C(NCc1nnc(SCC(=O)N2CCCC2)o1)c1c(F)cccc1Cl | -2.2 | i
68 | O=C(COC(=O)c1ccccc1C(=O)N1CCN(c2ccccc2)CC1)NCc1ccccc1 | 0.35 | i
69 | Cc1ccccc1OCC1CN(CN2CCOCC2)C(=O)O1 (stereo not given) | 1.59 | i
70 | CCCCn1c(=O)c(CCC(=O)OCC(=O)Nc2cccc3ccccc23)nc2ccccc21 | 0.09 | i
71 | CCCCn1c(SCC(=O)N2CCC(C)CC2)nc2ccsc2c1=O | -1.19 | i
72 | O=c1c2ccccc2nnn1CSc1nnc(-c2cccnc2)n1-c1ccccc1F | -0.88 | i
73 | CCOc1ccc(N2C(=O)Nc3ccc(Br)cc3C2(O)C(=O)NCCCN(C)C)cc1 (stereo not given) | 0.2 | i
74 | CC(C)(C)c1ccc(/C=C2\CCn3c2nc2cc(C(=O)O)ccc2c3=O)cc1 | 1.92 | i
75 | Cc1cc(N2C(=O)c3ccc(C(=O)Nc4ccccc4O)cc3C2=O)no1 | 0.05 | i
76 | CSc1nccc(-c2cc(Cl)sc2Cl)n1 | -0.06 | i
77 | Nc1nc(/C=C/c2cccnc2)nc(-c2ccccc2O)n1 | -0.14 | i
78 | Cc1nc(N2CCN(C(=O)c3ccc(Cl)cc3)CC2)c(C#N)c2c1COC(C)(C)C2 | -0.83 | i
79 | CCC1CCCCN1C(=O)c1cc(COc2ccc(-n3cncn3)cc2)on1 (stereo not given) | -0.12 | i
80 | COc1ccc(Cl)cc1NC(=O)COC(=O)CCCC1=NS(=O)(=O)c2ccccc2N1 | 0.39 | i
81 | COC(=O)/C=C1\NC(=O)C(C)S1 (stereo not given) | 0 | i
82 | Nn1c(COc2ccccc2)nnc1SC(F)F | 1.16 | i
83 | O=C(NCc1nnc2c3ccccc3c(-c3ccccc3)nn12)c1ccc(Cl)cc1 | -0.13 | i
84 | COc1cccc(NC(=O)CC2C(=O)NC3CCCCC3N2C(=O)c2ccccc2)c1 (stereo not given) | -1.36 | i
85 | CC(C)[C@H](NC(=O)N1c2ccccc2NC(=O)[C@@H]1C(C)C)C(=O)N[C@@H](C(=O)O)c1ccccc1 | 0 | i
86 | Cc1ccc(NC(=O)CSc2nc(=O)n(CCN(C)C)c3c2CCCC3)cc1Cl | -2.07 | i
87 | CCOC(=O)Cc1csc(NS(=O)(=O)c2cc(Cl)ccc2Cl)n1 | 0.84 | i
88 | COc1cccc(-c2ccc(NC(=O)C3CCCN(Cc4cnc(N(C)C)s4)C3)cc2)c1 (stereo not given) | -0.84 | i
89 | CN(CCOc1ccccc1)CC(O)COCc1ccccc1F (stereo not given) | -1.2 | i
90 | COc1ccc(C2(C)NC(=O)N(CC(=O)Nc3ccc(Br)cc3F)C2=O)cc1OC (stereo not given) | -0.48 | i

Next part
The line under a structure holds: Kir21 block | KCNQ2 inh
#91 Cc1ccc(S(=O)(=O)N2CCN(Cc3ccccc3C(F)(F)F)CC2)cc1
  -0.82 | -5.98*
#92 COc1ccc(C2CCCN2CC(O)COc2ccccc2C(C)C)cc1 (stereo not given)
  -10.7* | -6.6*
#93 CCCN(CCC)S(=O)(=O)c1ccc(C(=O)N2CCN(C)CC2)cc1
  0.62 | i
#94 Cn1nc([N+](=O)[O-])c(C(C#N)c2ccccn2)c(Cl)c1=O (stereo not given)
  -2.97 | -5.79*
#95 CCOC(=O)CCn1nnc(N)n1
  -0.2 | i
#96 COc1ccc(NS(=O)(=O)c2cc(NC(=O)CNC(=O)c3cccc(OC)c3)ccc2C)cc1
  1.3 | i
#97 COc1ccc(CCC(C)NC2C3CC4CC(C3)CC2C4)cc1 (stereo not given)
  -3.44 | i
#98 CC(=O)Nc1nc(NCc2ccccc2Cl)n(-c2ccccc2)n1
  1.26 | i
#99 CC(Sc1nnc(Cc2ccc3c(c2)OCO3)o1)C(N)=O (stereo not given)
  1.34 | i
#100 O=C(Cn1c(=O)[nH]c2sc3c(c2c1=O)CCCC3)NCC1CCCO1 (stereo not given)
  1.19 | i
#101 Cc1cc(=O)cc(C)[nH]1
  1.68 | i
#102 COC(=O)c1c(NS(=O)(=O)c2ccc3ccccc3c2)sc2c1CCCC2
  0.67 | i
#103 O=C(ON=C1CCN(c2ccc([N+](=O)[O-])cc2)CC1)c1ccccc1
  -0.36 | i
#104 CC(=O)NCC(O)c1ccc([N+](=O)[O-])cc1 (stereo not given)
  1.46 | i
#105 COc1ccc(C(c2c(O)nc[nH]c2=O)c2c(O)nc[nH]c2=O)cc1
  -0.51 | i
#106 O=C(O)CCCNC(=O)CCCn1nnc2ccccc2c1=O
  0.46 | i
#107 Cc1ccc(C(=O)NCCOC23CC4CC(CC(C4)C2)C3)cc1
  1.18 | -6.03*
#108 CC(NC(=O)c1ccc(N(C)C)c([N+](=O)[O-])c1)c1ccc(-n2ccnc2)cc1 (stereo not given)
  0.05 | i
#109 OCCN1C2=NCCCN2c2ccccc21
  1.31 | i
#110 CN(C)CCCn1c2c(c(SCC(=O)Nc3nccs3)nc1=O)CCC2
  -0.67 | i
#111 Cc1cccc2nc(-c3ccco3)oc(=O)c12
  1.15 | i
